# NR2F2 inh: NR2F2 (human) inhibition, primary screen | 0.7% of 370,000 active | P24468 | HEK293T NGFI-A luciferase reporter, luminescence | AID 686940 | inhibition, % at 8.6 µM;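 active means inhibition above a per-plate cutoff, mean inhibition of test wells between control levels plus 3 SD, cut at about 38% in these data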;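 further: cells cotransfected with COUP-TFII expression vector driving the NGFI-A reporter; 0% = median of COUP-TF2 test wells and 100% = reporter-only cells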
# TROY NFkB inh: blocks TROY-dependent signaling in reporter cells | 0.98% of 360,000 active | inhibition, % at 10 µM | Q293 LMP1-TROYcd NF-kB luciferase reporter, 4 h;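 active means compounds whose plate-normalised and pattern-corrected inhibition of the luciferase reporter signal at the single screening dose is 50% or more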
# TLR9-MyD88 inh: blocks human TLR9 binding to MyD88; Q9NR96+Q99836; CHO BLA complementation TLR9-MyD88, CCF4 FRET ratio; inhibition, % at 4.98 µM; 0.21% of 340,000 active; AID 504734;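 active means inhibition above the mean over all tested compounds plus 3 SD, cut at about 21% in these data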;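 further: 0% = DMSO only wells and 100% = clavulanate BLA inhibitor control wells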
# NCOA1 inh: inhibits human SRC1 coactivator | Q15788 | HEK293 GAL4-SRC1 luciferase reporter, luminescence | inhibition, % at 3.6 µM | 0.12% of 360,000 active | AID 588354;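 active means inhibition above the campaign mean plus 3 SD, with each screening campaign given its own cutoff, cut at about 60% in these data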;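 further: 0% = DMSO treated cells and 100% = gossypol at 36 µM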
# Target sequence (Q15788 whole entry, looked up, the tested form may be a part): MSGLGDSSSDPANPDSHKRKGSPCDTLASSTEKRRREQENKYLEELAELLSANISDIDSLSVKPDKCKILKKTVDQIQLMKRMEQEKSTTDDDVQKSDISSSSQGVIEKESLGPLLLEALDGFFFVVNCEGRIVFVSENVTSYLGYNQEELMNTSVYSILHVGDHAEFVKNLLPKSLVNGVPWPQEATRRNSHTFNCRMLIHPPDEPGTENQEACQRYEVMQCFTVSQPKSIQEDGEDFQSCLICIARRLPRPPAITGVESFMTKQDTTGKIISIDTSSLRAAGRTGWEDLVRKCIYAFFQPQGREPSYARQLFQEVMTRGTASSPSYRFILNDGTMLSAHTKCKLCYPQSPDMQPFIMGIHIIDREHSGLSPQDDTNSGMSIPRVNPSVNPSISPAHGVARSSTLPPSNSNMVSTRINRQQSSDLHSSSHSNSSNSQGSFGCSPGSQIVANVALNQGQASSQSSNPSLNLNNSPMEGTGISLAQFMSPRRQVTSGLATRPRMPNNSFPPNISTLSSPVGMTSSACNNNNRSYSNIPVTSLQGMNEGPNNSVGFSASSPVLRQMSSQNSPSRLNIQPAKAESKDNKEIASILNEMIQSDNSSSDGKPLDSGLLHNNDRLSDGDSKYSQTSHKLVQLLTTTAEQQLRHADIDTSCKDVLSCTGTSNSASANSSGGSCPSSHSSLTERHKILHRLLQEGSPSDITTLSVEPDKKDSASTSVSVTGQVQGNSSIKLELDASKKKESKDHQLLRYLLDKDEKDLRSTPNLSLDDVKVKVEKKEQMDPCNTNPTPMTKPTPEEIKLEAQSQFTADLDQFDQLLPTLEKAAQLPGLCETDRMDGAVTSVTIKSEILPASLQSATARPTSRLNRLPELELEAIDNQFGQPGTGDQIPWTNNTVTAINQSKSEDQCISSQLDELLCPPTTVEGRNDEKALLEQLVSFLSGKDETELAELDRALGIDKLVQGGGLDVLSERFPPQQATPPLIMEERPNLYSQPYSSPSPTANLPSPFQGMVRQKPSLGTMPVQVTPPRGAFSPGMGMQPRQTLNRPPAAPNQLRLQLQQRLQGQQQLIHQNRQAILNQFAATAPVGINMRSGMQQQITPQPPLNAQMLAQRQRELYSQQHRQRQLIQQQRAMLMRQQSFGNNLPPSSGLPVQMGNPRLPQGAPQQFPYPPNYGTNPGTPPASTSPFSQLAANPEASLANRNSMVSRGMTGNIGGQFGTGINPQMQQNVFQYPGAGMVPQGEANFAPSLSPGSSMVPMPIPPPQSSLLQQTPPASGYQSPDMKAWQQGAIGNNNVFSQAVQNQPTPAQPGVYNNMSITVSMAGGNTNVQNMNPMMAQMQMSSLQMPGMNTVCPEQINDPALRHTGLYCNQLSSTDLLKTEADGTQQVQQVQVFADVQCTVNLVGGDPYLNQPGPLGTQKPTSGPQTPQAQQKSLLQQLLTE
# TWEAK-Fn14 inh: blocks TWEAK-Fn14 interaction in a reporter cell assay. AID 1159606. TWEAK-stimulated Fn14 reporter cells, luciferase luminescence, 8 h. 2% of 360,000 active. inhibition, % at 10 µM; in the data active means inhibition above about 50%
# TRAIL sens C8: sensitizes caspase-8 expressing cells to TRAIL; NB7+C8 cells + TRAIL, ATPlite viability luminescence; inhibition (viability loss, TRAIL sensitization), % at 10 µM; 1% of 360,000 active; AID 624354;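 active means compounds causing at least 50% loss of cell viability in the single-dose screen, relative to plate controls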
# NCOA2 inhibitor: human SRC2 (NCOA2) inhibition; HEK293 GAL4-SRC2 luciferase reporter, luminescence; inhibition, % at 9 µM; 0.17% of 370,000 active; AID 651957;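 active means inhibition above the mean inhibition of all tested compounds plus 3 SD, set per campaign, cut at about 52% in these data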;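 further: 0% = DMSO treated cells and 100% = cells given Gossypol at 36 µM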
# NCOA3 inh: inhibitors of human steroid receptor coactivator 3 (SRC3); Q9Y6Q9; HEK293 GAL4-SRC3 luciferase reporter, luminescence; inhibition, % at 3.6 µM; 0.17% of 360,000 active; AID 588352;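 active means inhibition above a per-campaign cutoff, the mean of all compounds plus 3 SD, cut at about 60% in these data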;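 further: 0% = DMSO-treated cells and 100% = gossypol-treated cells at 36 µM; higher means less SRC3-driven luciferase light from the GAL4 reporter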
# LRH-1 inv ag: inverse agonists of human LRH-1 (NR5A2); O00482; 0.13% of 360,000 active; inhibition, % at 3.6 µM; AID 602396; HEK293T StAR-luciferase reporter, LRH-1 transfected, 24 h;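 active means inhibition above the mean inhibition of all tested compounds plus 3 SD, cut at about 73% in these data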;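 further: 0% = DMSO wells and 100% = reporter-only cells lacking LRH-1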
# NOD2 RIPK2 PPI: NOD2-RIPK2 protein interaction inhibition; O43353; CHO BLA complementation NOD2-RIPK2, CCF4 ratio; inhibition, % at 4.98 µM; 0.38% of 360,000 active; AID 624267; in the data active means inhibition above about 21%;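 further: 0% = vehicle only and 100% = reference blocker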
# LMP1 NFkB inh: inhibitors of Epstein-Barr LMP1-induced NF-kappaB reporter; LMP1-induced NF-kappaB luciferase reporter cells, luminescence; inhibition, % at 12.5 µM; 0.69% of 350,000 active; AID 504558; in the data active means inhibition above about 41%;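 further: 0% = neutral control wells and 100% = reference inhibitor control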
# Starred values were filed as active, the others as inactive; nt = no result given. A portion of the library, so the mix of outcomes need not match the whole.
SMILES,NR2F2 inh,TROY NFkB inh,TLR9-MyD88 inh,NCOA1 inh,TWEAK-Fn14 inh,TRAIL sens C8,NCOA2 inhibitor,NCOA3 inh,LRH-1 inv ag,NOD2 RIPK2 PPI,LMP1 NFkB inh
COCCn1c(SCC(=O)Nc2cc(C)on2)nc2ccccc2c1=O,-22,-3,4,8,5,6,-17,13,-3,-9,-6
Cc1ccc(OCC(=O)NC(C)c2ccc(Cl)c(Cl)c2)c([N+](=O)[O-])n1 (stereo unspecified),-4,-10,-4,-11,-20,5,-29,7,1,-9,-4
CCc1ccccc1NC(=O)CN1CCN(C(=O)C(C)NC(=O)c2ccc(Cl)cc2)CC1 (stereo unspecified),3,-4,10,12,3,0,27,8,4,2,6
CC[C@H]1C/C=C\Cc2ccccc2[C@H](C(=O)C[C@@H](O)CC(C)=O)OC1=O,8,-16,-1,-16,31,-1,12,-1,-8,5,30
CCOc1cc(/C=N/O)ccc1OS(=O)(=O)c1ccc(C)cc1,20,3,-7,6,-2,3,25,2,-9,4,-4
COc1ccc(CSc2ccc(-c3nc4ccccn4c3NCc3ccccc3)cc2OC)cc1,5,-71,-2,6,7,45,23,10,12,2,1
CCN(CC(=O)Nc1ccc(NC(C)=O)cc1)C(=O)COc1ccc2ccccc2c1,-10,-10,5,6,0,16,9,13,5,-8,8
CCCCC(CC)C(=O)Nc1cccc(SC)c1 (stereo unspecified),4,8,-18,-13,17,-2,-31,12,1,-8,-14
O=C(CC1SC(=Nc2cccc3ccccc23)N(Cc2ccccn2)C1=O)Nc1ccccc1Br (stereo unspecified),-23,4,-19,-10,39,21,5,-5,0,-4,-2
CC(C)Oc1cccc(C(=O)C2CCCN(S(=O)(=O)C(C)C)C2)c1 (stereo unspecified),-15,-9,-12,6,-9,7,8,0,2,-14,4
CCn1c(SC)nc(O)c(C(c2ccc(OC)c(O)c2)c2c(O)nc(SC)n(CC)c2=O)c1=O,-9,nt,5,-12,nt,nt,-5,2,4,-6,2
CS(=O)(=O)c1cccc(S(=O)(=O)N2CCN(c3ccccn3)CC2)c1,-8,20,-1,9,2,-2,-24,-9,-6,17,0
O=C(NCC(c1ccco1)N1CCc2ccccc2C1)c1ccc([N+](=O)[O-])cc1 (stereo unspecified),-1,-6,-4,-12,3,-12,-27,3,12,-2,-2
O=C(c1cccc(Cl)c1)N1CCCc2ccccc21,-18,17,0,-3,-12,0,-15,-5,8,3,6
O=C(CN1C(=O)C2C3C=CC(C3)C2C1=O)OCC(=O)c1ccc(Br)cc1 (stereo unspecified),10,-5,5,-23,-2,-30,-13,-7,16,-20,-18
O=C(COc1ccccc1)NCCSc1ccccc1,-22,-77,-2,-69,-30,4,-34,-50,-78,-7,-5
CCn1ncc(/C=N/O)c1C,15,-4,-4,9,-8,-4,21,12,-18,-16,2
COc1ccc(N=C2NC(=O)/C(=C/C=C/c3ccccc3)S2)cc1,-1,-10,-1,-17,-12,19,-49,17,-18,15,-13
CCC(CO)Oc1cc(NC(=O)c2ccccc2C)c2ncn(C(C)C)c2c1 (stereo unspecified),3,0,-1,-6,11,-20,-9,3,13,-8,-10
CCOc1ccccc1CN1CCN(Cc2cc3ccccc3[nH]2)CC1CCO (stereo unspecified),7,-4,0,-6,16,-2,4,11,26,-7,0
CN1CCCC(OC(=O)c2cc(F)c(F)c(F)c2F)C1 (stereo unspecified),-5,6,-2,-4,5,10,-11,5,-3,12,0
CCN(CC)S(=O)(=O)c1cc(-c2nn(C)c(=O)c3ccccc23)ccc1C,-21,37,3,-5,24,-10,-28,-14,18,9,6
CCCCN(C)CCn1c(=S)[nH]c2ncccc2c1=O,-1,-15,-8,-45,12,3,-15,-2,7,4,-21
Cc1ccc(-n2cc(CN3CCN(c4ccccn4)CC3)c(-c3ccc(F)cc3)n2)cc1,-8,1,-2,1,31,16,-36,18,4,-19,-11
COC(=O)[C@]1(Cc2ccccc2)N[C@H](CN(C)C(=O)C2CCCCC2)[C@@H]2C(=O)N(C)C(=O)[C@@H]21,-11,7,-6,1,14,12,4,-1,-1,13,-7
CSc1ccccc1OCc1cc(C(=O)NC(C)CCn2cccn2)no1 (stereo unspecified),9,-8,-1,-5,4,0,8,9,20,1,-3
Cc1nc(C(F)(F)F)ccc1C(=O)N1CCCC(C(=O)O)CC1 (stereo unspecified),20,-11,nt,6,5,9,-5,4,-18,1,nt
CCCCNC(=O)Nc1ccccc1CC,2,-5,0,-2,19,-1,8,-1,-12,3,2
COc1ccc(-c2csc(C(C)(O)c3cccnc3)n2)cc1 (stereo unspecified),6,-17,nt,1,-3,20,12,0,2,-11,nt
CC(C)Cn1c(N)cc(=O)n(C)c1=O,-6,-6,13,6,8,0,-5,0,9,6,1
COCCN1CCN(c2cc(-c3ccccc3)nc3cc(-c4cccc(F)c4)nn23)CC1,47*,5,-20,-1,42,41,30,2,23,1,4
COc1ccc(NC(=O)c2sc(=O)n(Cc3ccc4ccccc4c3)c2C)cc1OC,-1,-5,nt,1,-5,-23,-44,4,-2,0,nt
CC(=O)Nc1ccc(C(=O)NCC(=O)OCc2c(F)cccc2Cl)cc1,-3,-30,-6,7,-6,0,-27,5,14,-4,5
CSc1ccccc1C(=O)C1CCCN(Cc2cnn(-c3ccccc3)c2)C1 (stereo unspecified),11,5,-2,-8,8,-1,-4,4,7,-6,6
CCOC(=O)N1CCC(=NNC(=O)COc2cccc(C)c2)CC1,-3,8,-7,8,5,-4,-11,16,-39,4,-2
Fc1ccc(-c2nc3ccc(Br)cn3c2Cc2ccsc2)cc1,-34,-26,nt,-37,-31,4,-32,-41,-70,-2,nt
COc1ccc(CNCCCn2cnc3c(OCc4ccccc4)ncnc32)cc1,-7,0,0,10,4,-11,5,3,-20,-4,-2
CCOC(=O)N1CCN(C(=O)C2CCC(CNS(=O)(=O)c3ccc(Cl)cc3)CC2)CC1 (stereo unspecified),9,nt,-2,7,51*,-6,-22,10,22,4,-4
CCOC(=O)C1C(=O)C=C(c2ccc(OC)cc2)CC1c1ccco1 (stereo unspecified),-4,-86,-6,-45,-26,4,-5,5,3,-2,-2
CC1CC(C)(C)NC(=S)N1CCCC(=O)Nc1ccc(Cl)cc1 (stereo unspecified),6,3,-4,-3,29,-13,-7,5,12,-4,1
O=C(OCc1ccccc1)N(CCF)c1cn(Cc2ccccc2)c(=O)n(Cc2ccccc2)c1=O,11,-16,-7,0,19,-1,-31,-15,-26,-1,0
O=C(CCN1C(=O)/C(=C/c2ccccc2)SC1=S)N1CCCCCC1,-5,-10,-4,-4,-1,42,25,27,7,-6,3
C=CCn1c(SCn2nnc3ccccc3c2=O)nnc1-c1ccc(Br)cc1,-1,0,7,-6,2,2,9,-33,-39,-8,-9
C=CCNC(=O)c1ccc([N+](=O)[O-])c(Cl)c1,8,18,-4,5,-1,9,-46,21,-7,2,-1
CC1(C)Cc2nc3sc4c(N(CCO)CCO)nnnc4c3cc2CO1,-3,-30,6,-13,16,-1,-9,-20,2,2,-10
COc1cccc(C2=NOC(C(=O)NCc3ccco3)C2)c1 (stereo unspecified),7,-2,4,-25,17,-5,-14,-15,17,3,-31
O=C(CN1CCN(c2ccccc2)CC1)Nc1ccc2c(c1)OCCO2,-10,-5,-6,-5,11,-6,8,16,-6,-1,2
Cc1ccc(C(=O)NCC(=O)Nc2ccc3c(c2)OCCO3)cc1,-13,-26,-5,-10,-6,14,4,-31,-29,-7,-5
CCn1c(SCC(=O)c2ccc(O)c(O)c2)nnc1-c1ccc(C)cc1,-2,5,-2,-3,-15,-3,-5,-19,7,2,-6
CC(C)CNC(=S)NNC(=O)c1csc2ccccc12,10,-88,-8,-9,-15,11,-45,-6,-61,-1,-8
COc1ccc(CN2CCNC(=O)C2CC(=O)NC2CCCCCC2)c(F)c1 (stereo unspecified),-5,-4,2,-7,5,0,-23,9,4,-9,-1
O=C(Nc1cccc(-c2ccc3nncn3n2)c1)C(F)(F)F,-3,-11,-2,-2,-17,-6,-4,-21,7,3,-5
CCOC(=O)N1CCN(C(=O)c2cn(CC)c3ccc(S(=O)(=O)N4CCCC4)cc3c2=O)CC1,12,4,-2,-3,-12,-6,-8,-3,-11,3,3
N=c1n(CCN2CCCCC2)c2ccccc2n1CC(O)COc1ccccc1 (stereo unspecified),-14,14,-4,-4,-22,2,-29,20,3,1,-11
Cc1ccc(N2CCN(S(=O)(=O)c3ccc4oc(=O)ccc4c3)CC2)cc1Cl,21,8,-3,-12,-16,-2,-8,-5,-9,3,-5
Cc1ccc(O)c(Nc2ncnc3ccccc23)c1,12,-1,1,13,9,16,2,14,3,-1,10
Cn1c(N2CCN(C(=O)Nc3ccc(C(F)(F)F)cc3)CC2)nc2ccccc21,-12,14,5,8,19,33,24,2,13,1,24
O=C(NC1CCN(C(=S)NCc2ccco2)CC1)c1ccc(F)cc1,0,2,9,3,14,-9,9,-3,20,-19,11
Cc1cccc(C)c1NC(=O)C(CCc1ccccc1)N1CCN(C)CC1 (stereo unspecified),9,nt,nt,nt,nt,14,-17,nt,10,-5,nt
COc1ccc(NC(=O)NCCc2c[nH]c3ccccc23)c(OC)c1,-7,13,-7,1,-2,-13,-15,-12,7,7,4

# More structures
SMILES,NR2F2 inh,TROY NFkB inh,TLR9-MyD88 inh,NCOA1 inh,TWEAK-Fn14 inh,TRAIL sens C8,NCOA2 inhibitor,NCOA3 inh,LRH-1 inv ag,NOD2 RIPK2 PPI,LMP1 NFkB inh
O=c1c2cn(Cc3ccccc3)c3ccccc3c-2nn1Cc1ccc(F)cc1Cl,4,25,2,-5,10,-12,4,13,22,-10,-1
COC(=O)c1c(S(C)(=O)=O)nc(-c2ccccc2)[nH]c1=O,-3,9,-9,15,22,36,-18,11,0,-8,-8
Cc1ccccc1OCC(O)Cn1c(N2CCN(c3ccccc3)CC2)nc2c1c(=O)[nH]c(=O)n2C (stereo unspecified),-7,4,-1,3,-6,-6,6,-7,-3,2,-6
O=C(CNC(=O)c1ccc2ccccc2c1)OCC(=O)N1CCN(S(=O)(=O)c2ccc3ccccc3c2)CC1,-6,16,4,-47,13,-2,1,-3,9,-8,-2
CCOC(=O)c1nn2c(C(F)(F)F)cc(-c3ccc(OC)cc3)nc2c1Br,12,-7,-7,9,-32,11,1,-1,-10,4,3

# Compound profiles (already shown). Order of screens: NR2F2 inh, TROY NFkB inh, TLR9-MyD88 inh, NCOA1 inh, TWEAK-Fn14 inh, TRAIL sens C8, NCOA2 inhibitor, NCOA3 inh, LRH-1 inv ag, NOD2 RIPK2 PPI, LMP1 NFkB inh
# Listed for N=c1n(CCN2CCCCC2)c2ccccc2n1CC(O)COc1ccccc1 (stereo unspecified) → -14, 14, -4, -4, -22, 2, -29, 20, 3, 1, -11
# Listed for COc1ccc(-c2csc(C(C)(O)c3cccnc3)n2)cc1 (stereo unspecified) → 6, -17, nt, 1, -3, 20, 12, 0, 2, -11, nt
# Listed for Cn1c(N2CCN(C(=O)Nc3ccc(C(F)(F)F)cc3)CC2)nc2ccccc21 → -12, 14, 5, 8, 19, 33, 24, 2, 13, 1, 24
# Listed for COCCn1c(SCC(=O)Nc2cc(C)on2)nc2ccccc2c1=O → -22, -3, 4, 8, 5, 6, -17, 13, -3, -9, -6
